GlmU inhibition = inhibition of mycobacterial GlmU enzyme – biochemical, glucosamine-1-phosphate acetyltransferase (AID 1376); M. tuberculosis GlmU acetyltransferase enzyme assay; higher % means a stronger effect; inhibition, %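 (tested at 30 µM in the primary screen)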; hits with a dose series show IC50 in µM; 220,000 tested, 0.25% active; in the data active = inhibition above about 13%; inconclusive = no clear call, values can overlap the other calls;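 also: 0% = complete reaction with vehicle and 100% = reaction without substrate; strong numbers were not always called active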
RmlCD inh 1536 = M. tuberculosis RmlC/RmlD inhibition; 160,000 tested, 0.03% active; RmlC+RmlD coupled enzyme assay, percent inhibition; primary screen in compound mixtures; inhibition, % at 3.6 µM; in the data active = inhibition mostly above about 34%, no sharp cut-off; inconclusive = no clear call, values can overlap the other calls; inactive = mostly below about 22%; also: some results filed as inactive read as strong as hits
Target sequence (P9WH09 whole entry, looked up): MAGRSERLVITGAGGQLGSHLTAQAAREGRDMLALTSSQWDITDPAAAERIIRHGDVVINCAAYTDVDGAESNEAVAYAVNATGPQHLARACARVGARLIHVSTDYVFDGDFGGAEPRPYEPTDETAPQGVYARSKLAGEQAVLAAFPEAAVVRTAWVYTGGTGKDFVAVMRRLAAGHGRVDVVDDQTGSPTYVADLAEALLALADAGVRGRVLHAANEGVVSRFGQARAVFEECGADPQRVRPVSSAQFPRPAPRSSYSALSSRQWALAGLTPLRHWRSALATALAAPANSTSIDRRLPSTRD
Target sequence (P9WH11 whole entry, looked up): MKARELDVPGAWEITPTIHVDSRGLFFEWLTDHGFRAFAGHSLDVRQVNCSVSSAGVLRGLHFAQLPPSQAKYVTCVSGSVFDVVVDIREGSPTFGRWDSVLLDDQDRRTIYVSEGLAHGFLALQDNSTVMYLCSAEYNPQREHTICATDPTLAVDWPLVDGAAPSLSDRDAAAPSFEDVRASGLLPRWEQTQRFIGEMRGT
* hit, by the source's call; ? = inconclusive; . = not tested or not shown. The list is partial, so the mix of outcomes need not match the whole.

SMILES | GlmU inhibition | RmlCD inh 1536
c1c2c(cc3sc(N4CCOCC4)nc13)OCCO2 | 0.7% | 12
CC(=O)C1=C(O)C(=O)N(CCCn2ccnc2)C1c1ccc(C)cc1 (stereo not drawn) | 0.5% | -1
CCCCNC(=S)NNC(=O)c1csc(CC)c1 | 7.0% | .
CCCC(=O)c1c[nH]c(C(=O)NCc2cccnc2)c1 | -8.7% | -12
N/C(=N\OC(=O)CC1CCCCC1)c1cccc([N+](=O)[O-])c1 | 2.1% | 1
CN(C)C(=O)c1nc2ccc(Cl)cn2c1CNCc1cccc(OC(F)(F)F)c1 | -1.4% | 10
COc1ccc2nc(NC(=O)Cc3cccs3)sc2c1 | 1.9% | .
O=C(CC1C(=O)NCCN1C(=S)Nc1ccccc1)Nc1ccc2c(c1)OCCO2 (stereo not drawn) | 5.8% | -5
O=C(NCC1CCCO1)C1CCN(C2CCN(C(=O)Cc3ccsc3)CC2)CC1 (stereo not drawn) | -4.5% | .
CCOc1ccc(/C=N/N2C(=O)C(CC(=O)Nc3ccc(F)cc3F)SC2=NC)cc1OC (stereo not drawn) | -5.2% | -9
Cc1nc(N2CCOCC2)nc(OCCN(C)C)c1[N+](=O)[O-] | -0.9% | 3
CN(C)S(=O)(=O)N(CC(=O)N1CCN(c2ccccc2F)CC1)c1ccccc1 | 0.6% | 2
COc1ccc(-c2csc(NC(=O)C3CC(=O)N(c4ccc5c(c4)OCCO5)C3)n2)cc1 (stereo not drawn) | -5.7% | 3
CC(C)Nc1nc(Oc2ccc(=O)n(-c3ccccc3)n2)nc(N(C)C)n1 | 3.2% | 14
CCc1c(O)nc(N2CCN(Cc3ccccc3)CC2)[nH]c1=O | -2.5% | -8
CC(=N\O)/C(CN(C)C)=N/O | 5.5% | 4
Cc1c([N+](=O)[O-])c2ccc(O)cc2n1-c1ccccc1 | 2.1% | ?
Cn1c(Oc2ccc(Cl)cc2)c(C=O)c2ccccc21 | -1.2% | 6
COc1ccc(C(C)=O)cc1COC(=O)CNC(=O)c1cc(C)cc(C)c1 | 0.4% | 7
COc1ccc(S(=O)(=O)N2CCC(C(=O)NCc3ccccc3)CC2)cc1OC | -1.7% | 8
Cc1ccc(CNC(=O)CCNC(=O)c2ccco2)cc1 | 2.7% | -12
CCOc1ccc(C(=O)/C=C/c2cc(OC)c(OC)c(OC)c2)cc1 | -0.2% | -9
CCCCc1ccc(NC(=S)NCc2cccs2)cc1 | 0.4% | 16
CC1=CC(C)(C)n2c(O)c(N=N)c3c(C)c(C)cc1c32 | -4.1% | -9
Cc1cc(C)n2nc(C(=O)N/N=C/c3cn(C)nc3C)nc2n1 | -2.1% | 5
C=CCNC(=O)CC1Nc2c3ccccc3nc(=S)n2C1=O (stereo not drawn) | -4.0% | 4
CCC(C)Sc1cc(C(F)(F)F)c(C(=O)Nc2ccc(Cl)cc2)cn1 (stereo not drawn) | . | -6
Cc1cc(C)cc(N(CC(=O)Nc2ccc(-c3nc4ccc(C)cc4s3)cc2)S(C)(=O)=O)c1 | 0.8% | 6
COc1ccc(/C(O)=C2/C(=O)C(=O)N(CCN3CCOCC3)C2c2ccccn2)cc1OC (stereo not drawn) | 2.9% | .
Cc1cc(OC(=O)C(C)(C)C)c([N+](=O)[O-])c(=O)[nH]1 | . | 8
CCCCOc1ccc(C(=O)NC(=S)Nc2ccc(CN3CCOCC3)cc2)cc1 | -0.5% | -6
COC(=O)c1cccc(NS(C)(=O)=O)c1 | . | 11
COCC(=O)Nc1cccc2ccccc12 | 1.7% | .
COc1ccccc1NC(=O)c1ccc(NC(=O)COC(=O)C(C)C)cc1 | -3.1% | -6
CC(C)(O)C#Cc1ccc(C(=O)NCc2ccccc2F)cc1 | 0.9% | -9
CC1(OC(=O)C2CCCC2)C(=O)C=C2C=C(c3ccsc3)OC=C2C1=O (stereo not drawn) | -4.4% | -9
Cc1ccc(N2C(=O)CC(NNc3nc4ccccc4s3)C2=O)cc1C (stereo not drawn) | 3.4% | -5
O=C(COC(=O)c1ccc(Cl)s1)c1ccc[nH]1 | 8.9% | 6
COc1ccc(-c2[nH]ncc2CN2CCCC(C(=O)c3cccc(OC)c3)C2)cc1 (stereo not drawn) | 1.1% | 10
c1ccc(C(c2nnnn2Cc2cccs2)N2CCN(C3CCCC3)CC2)cc1 (stereo not drawn) | -4.5% | 3
CC1CCN(C(=O)C2CCN(S(=O)(=O)c3cc(Cl)ccc3Cl)CC2)CC1 | -2.9% | -9
COc1nc(N(C)C)nc(N2CC(=O)N(CCNS(=O)(=O)c3ccc(C)cc3)C2=N)n1 | -3.0% | 2
COc1ccc2sc(N(CCN(C)C)C(=O)/C=C/c3cccs3)nc2c1 | -3.8% | 38
c1ccc2c(c1)OCC(c1nn3cnnc3s1)O2 (stereo not drawn) | 3.2% | -10
COc1ccc(OCC(=O)Nc2nc3ccc(NC(C)=O)cc3s2)cc1 | -0.7% | -12
COC(=O)CC(NC(=O)C1CC1)c1ccc2c(c1)OCO2 (stereo not drawn) | 6.9% | -7
CCN1C(=O)/C(=C2/Sc3ccc(OC)cc3N2C)SC1=Nc1cccc(O)c1 | 2.6% | -2
O=C(COC(=O)c1cccnc1Nc1ccccc1F)NCCN1C(=O)CSC1=O | 8.6% | -8
CCN(CCCNC(=O)CNC(=O)Cn1cnc2ccccc2c1=O)c1ccccc1 | -2.5% | -7
CCOC(=O)c1ccc(N2C(=O)CC(N3CCC(C(N)=O)(N4CCCCC4)CC3)C2=O)cc1 (stereo not drawn) | 1.5% | .

Continuation:
SMILES | GlmU inhibition | RmlCD inh 1536
O=C(Cc1cccs1)NCCCc1ccccc1 | 8.3% | .
CCc1ccc(NCCC(=O)c2ccc(Cl)cc2)cc1 | 3.7% | .
CCOC(=O)c1sc(=S)n(-c2cc(OC)ccc2OC)c1N | 0.8% | .
Cc1cc(C)cc(Nc2ncc3c(n2)CC(c2ccco2)CC3=O)c1 (stereo not drawn) | 2.3% | .
COc1cc(C(O)P(=O)(OCC(C)C)c2ccc(N(C)C)cc2)cc(OC)c1OC (stereo not drawn) | 10% | -8
CC(C)COc1ccc(C(=O)N/C(=C/c2cccc([N+](=O)[O-])c2)C(=O)O)cc1 | 2.0% | 5
O=C(CNC(=O)c1ccccc1)OC1CCCCC1 | -4.4% | 0
Cc1ccc(S(=O)(=O)N(C)c2nonc2C)cc1 | . | 6
Cc1nc(NC(=O)CCl)sc1C(=O)N(C)C | -1.9% | 7
Cc1ccc(S(=O)(=O)N2C(=O)CCC2C(=O)N2CCN(C)CC2)cc1 (stereo not drawn) | -4.3% | -3

Part of the list above, with tabs.
SMILES	GlmU inhibition	RmlCD inh 1536
Cc1ccc(N2C(=O)CC(NNc3nc4ccccc4s3)C2=O)cc1C (stereo not drawn)	3.4%	-5
O=C(COC(=O)c1ccc(Cl)s1)c1ccc[nH]1	8.9%	6
COc1ccc(-c2[nH]ncc2CN2CCCC(C(=O)c3cccc(OC)c3)C2)cc1 (stereo not drawn)	1.1%	10
c1ccc(C(c2nnnn2Cc2cccs2)N2CCN(C3CCCC3)CC2)cc1 (stereo not drawn)	-4.5%	3
CC1CCN(C(=O)C2CCN(S(=O)(=O)c3cc(Cl)ccc3Cl)CC2)CC1	-2.9%	-9
COc1nc(N(C)C)nc(N2CC(=O)N(CCNS(=O)(=O)c3ccc(C)cc3)C2=N)n1	-3.0%	2
COc1ccc2sc(N(CCN(C)C)C(=O)/C=C/c3cccs3)nc2c1	-3.8%	38
c1ccc2c(c1)OCC(c1nn3cnnc3s1)O2 (stereo not drawn)	3.2%	-10
COc1ccc(OCC(=O)Nc2nc3ccc(NC(C)=O)cc3s2)cc1	-0.7%	-12
COC(=O)CC(NC(=O)C1CC1)c1ccc2c(c1)OCO2 (stereo not drawn)	6.9%	-7
CCN1C(=O)/C(=C2/Sc3ccc(OC)cc3N2C)SC1=Nc1cccc(O)c1	2.6%	-2
O=C(COC(=O)c1cccnc1Nc1ccccc1F)NCCN1C(=O)CSC1=O	8.6%	-8
CCN(CCCNC(=O)CNC(=O)Cn1cnc2ccccc2c1=O)c1ccccc1	-2.5%	-7
CCOC(=O)c1ccc(N2C(=O)CC(N3CCC(C(N)=O)(N4CCCCC4)CC3)C2=O)cc1 (stereo not drawn)	1.5%	.
O=C(Cc1cccs1)NCCCc1ccccc1	8.3%	.
CCc1ccc(NCCC(=O)c2ccc(Cl)cc2)cc1	3.7%	.
CCOC(=O)c1sc(=S)n(-c2cc(OC)ccc2OC)c1N	0.8%	.
Cc1cc(C)cc(Nc2ncc3c(n2)CC(c2ccco2)CC3=O)c1 (stereo not drawn)	2.3%	.
COc1cc(C(O)P(=O)(OCC(C)C)c2ccc(N(C)C)cc2)cc(OC)c1OC (stereo not drawn)	10%	-8
CC(C)COc1ccc(C(=O)N/C(=C/c2cccc([N+](=O)[O-])c2)C(=O)O)cc1	2.0%	5
O=C(CNC(=O)c1ccccc1)OC1CCCCC1	-4.4%	0

Other entries.
SMILES | GlmU inhibition | RmlCD inh 1536
O=C(CS(=O)c1ccc(F)cc1)Nc1ccccc1Cl (stereo not drawn) | 0.4% | 27
CC1CCN(CC(O)COC2CC(C)CCC2C(C)C)CC1 (stereo not drawn) | -6.0% | -6
COc1ccc(/C(C)=N/Nc2nc3ccccc3nc2C)cc1OC | -4.3% | 7
Cc1onc(-c2c(Cl)cccc2Cl)c1NC(=O)N1CCSCC1 | 0.6% | 10
O=C1OC(/C(=C\NCc2ccccc2)[N+](=O)[O-])c2ccccc21 (stereo not drawn) | 3.4% | -3
Cc1cc(C)nc(N/N=C/c2c[nH]c3ccccc23)n1 | -0.5% | -18
CC(=O)N1CCC(N(CCN2CCOCC2)C(=S)Nc2c(C)cccc2C)CC1 | 1.7% | -12
COc1cc(S(=O)(=O)N2CCOCC2)ccc1NC(=O)COC(=O)CC12CC3CC(CC(C3)C1)C2 | -1.3% | 20
COC(=O)CS(=O)(=O)c1ccc(C)cc1 | 4.4% | -9
O=C(COc1cccc2c1CCN(Cc1ccccc1F)C2=O)N1CCCCC1 | -1.5% | .
CCOc1ccc(CC2C(=O)NC(=O)N(c3ccc(CC)cc3)C2=O)cc1 (stereo not drawn) | -0.8% | .
CCCNC(=O)C1(CC2CC(c3ccccc3)=NO2)CCN(C(=O)c2cc(OCC)c(OCC)c(OCC)c2)CC1 (stereo not drawn) | -1.1% | .
CN(C)c1ncccc1-c1nc2ccccc2s1 | -5.2% | .
COc1ccc2c(c1OC)CN(C)CCc1cc3c(cc1C(O)C2)OCO3 (stereo not drawn) | 1.9% | 12
Cc1ccccc1CSc1nnc([C@@H]2CCCN2)o1 | -0.8% | 2
O=C(NCC(O)c1ccc([N+](=O)[O-])cc1)C1CCCCC1 (stereo not drawn) | -2.7% | -7
COc1ccccc1C1C2=C(COC2=O)Nc2cc3c(cc21)OCO3 (stereo not drawn) | 4.6% | 12
CCOc1ccc(N(CC(=O)Nc2ccc(OC)cc2)S(=O)(=O)c2c(C)[nH]c(=O)[nH]c2=O)cc1 | 3.3% | 4
COC(=O)c1cc(OC)c(OC)cc1NC(=O)C1CCCO1 (stereo not drawn) | 3.5% | 14
O=C(Nc1cccc(F)c1)C1CCN(C(=O)c2ccc(Br)cc2)CC1 | 7.7% | 3
COc1ccc2nc(NCCCO)[nH]c2c1 | 1.2% | .
COc1ccccc1NC(=O)Nc1ccc(F)c(F)c1 | 4.0% | -13
O=[N+]([O-])c1ccc(CCNc2cccc3ccccc23)c([N+](=O)[O-])c1 | -4.6% | 8
CCN(CC)S(=O)(=O)c1ccc(NC(=O)Nc2cccc(C(F)(F)F)c2)cc1 | -0.1% | .
CC(C)=CC(=O)Nc1nnc(-c2ccccc2C)s1 | -6.4% | 21
O=C(NC1CCSC1)c1cccc(Cl)c1 (stereo not drawn) | -4.7% | -2
CCOC(=O)c1sc2nc(C)c3c(c2c1N)CC(C)(C)OC3 | -5.7% | -4
COc1ccc(Br)cc1CN1CCN(CCO)CC1 | 1.1% | .
CC(C)CNC(=O)c1cccc(NC(=O)COc2cccc([N+](=O)[O-])c2)c1 | -0.7% | .
c1ccc(CSc2nnc3ccc(-c4ccncc4)nn23)cc1 | -1.7% | -4
COc1cccc2c(SCC(=O)N/N=C/c3ccc(O)c(O)c3)cc(C)nc12 | 8.2% | -3
Cc1cccc(OCCOC(=O)Nc2ccccc2)c1 | -7.5% | -3
O=C(NCc1ccccc1)c1ccc(CN(c2ccccn2)S(=O)(=O)c2ccccc2)cc1 | 2.5% | -3
COc1ccc(CN2C(=O)CC(=O)NC2=O)cc1 | -1.8% | 2
Cc1ccc(S(=O)(=O)N(C)C)cc1NC(=S)NNC(=O)C(N)=O | 2.5% | 67
CCn1ccnc1CN1CCc2c([nH]c3ccccc23)C1CC(C)C (stereo not drawn) | 0.3% | 12
CCC(=O)c1c[nH]c(C(=O)NCc2ccco2)c1 | 4.8% | 21
CCNc1nc(Cl)nc(-c2cn(-c3ccccc3)c3ccccc23)n1 | -2.9% | .
COCC(=O)NC1CCN(C(=O)NCc2ccccc2)CC1 | -1.9% | .
CC1CCN(CCNC(=S)Nc2ccc(Cl)cc2)CC1 | -7.3% | .
O=C(CN1CCCCC1)NNc1nc(-c2ccccc2)c2cc(Cl)ccc2n1 | -3.8% | -9
Cc1cc(/C=N/Nc2nc(N)ncc2[N+](=O)[O-])c(C)n1-c1cccc(C(F)(F)F)c1 | -3.0% | ?
O=C(Nc1ccc2nc(C3CC3)n(Cc3ccccc3)c(=O)c2c1)C1CC1 | -2.9% | -3
CCOC(=O)c1nc2c(ccc3ccccc32)cc1C | 0.3% | 19
COc1ccc(CCCC(=O)Nc2ccc(F)cc2)cc1 | 1.3% | -2
N#Cc1cnc2cc(-c3ccccc3)nn2c1N | -5.5% | 5
C=C(C)c1cccc(C(C)(C)NC(=O)Nc2ccc(OC)cc2)c1 | -5.2% | 9
NC(=O)CNC(=O)c1cccc(Cl)c1 | 4.5% | 8
CCCCn1c(O)c(C(C)=Nc2c(C)n(C)n(-c3ccccc3)c2=O)c(=O)[nH]c1=O | 2.8% | -6
